Source: PubChem (several laboratories)
HUVEC tox TNFa – HUVEC cytotoxicity counter-screen, TNF alpha stimulated; cell count reduction, % at 2 µM; HUVEC TNFalpha-stimulated, Hoechst cell count, imaging; 0.17% of 93,000 active; AID 848;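 active = cell count reduction exceeding the screen mean by over 5 SD, scaled to untreated wells per plate, cut at about 78% in these data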;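 note: cells counted after 24 h of TNF alpha exposure following the 1 h pretreatment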
FAK inh – blocks human focal adhesion kinase activity; Q05397; biochemical FAK kinase activity assay; inhibition, %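 (tested at 7 µM)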; 0.84% of 97,000 active; AID 727; in the data active = inhibition above about 19%;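 note: 0% = DMSO and 100% = reference compound high control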
F-actin modifier – modifiers of cytoskeleton assembly; AID 836; inhibition, % at 2 µM; HUVEC TNFa F-actin phalloidin imaging, high content; 0.18% of 91,000 active;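 active = inhibition above the batch mean plus 3 SD and confirmed as a hit by visual image inspection, cut at about 30% in these data, passing the limit was not always enough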; note: strong numbers were not always called active
ERa SRC1 inh – ER-alpha (human) coactivator binding inhibition; TR-FRET ER-alpha LBD / SRC-1 peptide, estradiol-bound; inhibition, % at 25.6 µM; 1.7% of 86,000 active; P03372; in the data active = inhibition above about 50%;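 note: 0% = receptor plus peptide control and 100% = peptide only without receptor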
Target sequence (P03372 whole entry, looked up, the tested form may be a part): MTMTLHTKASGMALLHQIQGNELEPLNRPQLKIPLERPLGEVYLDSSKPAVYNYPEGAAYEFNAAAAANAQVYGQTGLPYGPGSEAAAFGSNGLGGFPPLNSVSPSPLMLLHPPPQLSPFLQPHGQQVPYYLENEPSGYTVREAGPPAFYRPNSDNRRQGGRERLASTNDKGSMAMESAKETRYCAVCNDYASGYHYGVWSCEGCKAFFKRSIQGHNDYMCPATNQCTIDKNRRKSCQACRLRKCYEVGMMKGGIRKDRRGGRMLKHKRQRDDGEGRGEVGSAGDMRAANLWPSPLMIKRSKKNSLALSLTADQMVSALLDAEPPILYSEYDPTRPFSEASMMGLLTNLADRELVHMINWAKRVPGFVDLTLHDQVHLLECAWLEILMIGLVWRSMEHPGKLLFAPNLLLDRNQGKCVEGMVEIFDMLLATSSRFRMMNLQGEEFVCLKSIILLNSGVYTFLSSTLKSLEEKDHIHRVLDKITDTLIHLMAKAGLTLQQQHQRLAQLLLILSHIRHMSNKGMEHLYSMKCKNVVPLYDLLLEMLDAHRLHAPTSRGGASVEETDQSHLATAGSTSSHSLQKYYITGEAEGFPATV
HUVEC tox IL1B – toxic to HUVEC cells under IL-1B stimulation. HUVEC cell count loss, Hoechst imaging, IL-1B stimulated. AID 845. cell count reduction, % at 2 µM. 0.41% of 94,000 active;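 active = cell count reduction more than 3 SD above the screen-wide mean, cut at about 70% in these data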;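 note: normalized per plate to untreated control cells as the no-loss baseline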
Pyk2 oligo antag – antagonists of human Pyk2 oligomerization. AID 1347419. 0.83% of 99,000 active. Q293 cells, Pyk2 FERM NanoBiT luminescence; hits give low values. Q14289. z-score (the deposit names both 25 µM and 10 µM);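 active = Z-score of -3 or lower, scaled per plate to the spread of control and sample wells; inactive = z-score above -3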;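 note: negative z-score means lost luminescence so less FERM oligomerization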
LYP act – activators of human LYP (PTPN22) phosphatase. recombinant LYP, DiFMUP fluorescence; 0 = plate median, 100 = signal doubled. activation, % at 2 µM. 0.11% of 96,000 active;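 active = activation at 2 µM above a set limit, the mean plus 5 SD, cut at about 37% in these data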
LYP inh 2 – inhibitors of human LYP (PTPN22) phosphatase | Q9Y2R2 | recombinant LYP catalytic domain, DiFMUP fluorescence | inhibition, % at 2 µM | 0.21% of 96,000 active;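 active = inhibition at 2 µM at or above a set limit, the screen mean plus 3 SD, cut at about 24% in these data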;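 note: 0% = DMSO with enzyme and 100% = enzyme fully blocked by orthovanadate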
VCAM1 TNFa inh – reduces TNF alpha induced VCAM1 expression in HUVEC | inhibition, % at 2 µM | 0.48% of 95,000 active | AID 802 | HUVEC TNFa-induced VCAM-1 immunofluorescence, high-content imaging;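 active = inhibition above the batch mean plus 3 SD, with images confirmed as a hit by eye, cut at about 37% in these data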;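 note: 0% = TNF-stimulated DMSO wells and 100% = unstimulated control wells; not every result past the cut was called active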
Numbers without * were called inactive; x = no result given; [ ] = dose if it differs, or a comment.

SMILES | HUVEC tox TNFa | FAK inh | F-actin modifier | ERa SRC1 inh | HUVEC tox IL1B | Pyk2 oligo antag | LYP act | LYP inh 2 | VCAM1 TNFa inh
CCN(CC)S(=O)(=O)c1ccc(Nc2ccc(-c3ccc4c(c3)OCCO4)nn2)cc1 | -20 | 3 | -4 | -5 | -4 | -1.5 | 1 | -4 | -3
O=C1CCCC/C1=C/Nc1ccc(C(=O)O)cc1 | 0 | -1 | -2 | -1 | 6 | 0.87 | -4 | 6 | 8
CN(C)C(=O)c1ccccc1Sc1cc(Cl)ccc1Cl | 11 | -2 | 5 | x | -14 | -1.8 | -2 | 5 | 19
C=CCN1C(=O)CN=C1Nc1cc(C)ccc1C | -33 | 5 | 1 | 1 | -15 | 0.69 | 5 | -8 | -19
COc1cccc(-c2nc3cc(C)ccc3o2)c1 | -11 | 2 | 5 | 5 | 1 | 0.14 | -6 | 4 | 0
CCOC(=O)Nc1ccc(S(=O)(=O)NCc2ccccc2)cc1 | -36 | -3 | 20 | -6 | 12 | -0.56 | 5 | -5 | 11
O=S(=O)(Nc1ccc(Cc2ccncc2)cc1)c1cccs1 | 5 | 2 | -10 | x | -14 | -0.48 | 12 | -6 | 19
COc1ccc(Cn2nnnc2C(c2ccc(N(C)C)cc2)N2CCC(C)CC2)cc1 (configuration not stated) | 9 | 0 | -32 | 11 | -23 | -0.42 | -4 | 3 | -12
CCSc1nc2nn(-c3ccccc3)c(=O)c-2c2n1CCCCC2 | -6 | -1 | -15 | -4 | -10 | -2 | 0 | -1 | -10
COc1ccc(C(=O)N(Cc2ccccc2)Cc2cc3cc4c(cc3[nH]c2=O)OCCO4)cc1 | 0 | 1 | 4 | 11 | -24 | -2.8 | -1 | 5 | -6
CN(C)CCOC(=O)C12CC3(C)CC(C)(CC(C)(C3)C1)C2 | -25 | -2 | 11 | 2[fluorescence artefact?] | 14 | -0.25 | 2 | -1 | -7
Cc1nc(SCC(=O)c2ccc(Cl)cc2)c([N+](=O)[O-])[nH]1 | -2 | 2 | 1 | x | 7 | 0.59 | -9 | 11 | -1
CC(/C=C/c1ccccc1)=N/O | -20 | 5 | 11 | -35[fluorescence artefact?] | x | 0.73 | 7 | -11 | 3
Fc1ccc(NCc2cn3ccccc3n2)cc1 | -8 | -5 | 5 | 3[fluorescence artefact?] | 2 | 0.58 | 20 | -19 | -2
CCOc1ccccc1N(CC(=O)Nc1ccccc1C(=O)O)S(C)(=O)=O | -18 | -4 | 9 | -5 | -35 | -0.09 | -5 | 3 | 2
Cc1ccc(SCC(=O)Nc2ccc(N3CCN(C)CC3)c(F)c2)cc1 | 2 | 0 | 6 | x | 5 | -0.79 | -12 | 15 | 12
CN1CCN(CCOc2cccc(Cl)c2)CC1 | -3 | 0 | 13 | x | -29 | -0.57 | 7 | -4 | -7
COc1ccc(/C=C2\CCCC3C2=NN(C(=O)c2scnc2C)C3c2ccc(OC)cc2)cc1 (configuration not stated) | 8 | 0 | 7 | x | 15 | -2 | -2 | 4 | 8
Cc1ccc(-c2nn(C)c(=O)c3ccccc23)cc1CNS(C)(=O)=O | 2 | -3 | -6 | -11 | -25 | 1.2 | -7 | 6 | 0
CCCC(=O)Nc1sc(C(=O)OC)c(C)c1C(N)=O | -18 | -2 | 25 | 30[fluorescence artefact?] | 12 | -0.17 | -4 | 0 | 6
COc1nnc(-c2ccc(N3CCCCC3)c(NC(=O)C3CCCCC3)c2)c2ccccc12 | -15 | 0 | -10 | -4 | -23 | -0.31 | -19 | 21 | -4
OCCNc1nc(-c2ccccc2)c2ccccc2n1 | 6 | 1 | -17 | -12 | -12 | 0.73 | 10 | -12 | 3
C=CCN(CC(=O)NCc1ccccc1)C(=O)c1csnn1 | -20 | 0 | 10 | -7 | 2 | 0.89 | 7 | -10 | -1
Cc1ccc(OCC(=O)N/N=C/c2cccn2C)cc1 | -2 | -10 | 3 | 4 | -6 | 0.94 | 5 | -1 | 10
O=C(CN1C(=O)c2ccccc2S1(=O)=O)N1CCc2ccccc2C1 | x | 2 | 5 | -1 | -2 | -0.54 | 4 | -6 | -28
Cc1c(C)n(C(=O)CN2CCC(C(N)=O)CC2)c2ccccc12 | 12 | 0 | -16 | -7 | -24 | 1.4 | -5 | 3 | 5
CC(C)N1C(=S)SC2CS(=O)(=O)C=C21 (configuration not stated) | 15 | 0 | -12 | -29 | -9 | -0.2 | 0 | -1 | -8
CCSc1nc2ccccc2n1Cc1cccc([N+](=O)[O-])c1 | -17 | 1 | -8 | x | 7 | -0.18 | -10 | 14 | -30
CCC(=O)OCc1cc2cccc(C)c2[nH]c1=O | -6 | 0 | 9 | -2 | 4 | 0.26 | 0 | -3 | 7
COc1cc(/C=C2\SC(=S)N(Nc3ncc(C(F)(F)F)cc3Cl)C2=O)cc(OC)c1OC | 2 | -4 | 2 | 7 | 5 | -1.2 | -2 | 5 | 14
CCCCN(C)CCCNC(=O)CC1Oc2ccccc2NC1=O (configuration not stated) | -2 | -2 | 8 | -3 | -47 | x | -4 | 2 | 8
CCOc1c2ccc(C(=O)NCCc3ccc(C)cc3)cc2nn1CC | 11 | 0 | -22 | x | -11 | x | -2 | 5 | 14
Cc1ccccc1OCC(=O)Nc1cccc(NC(=O)c2ccco2)c1 | -1 | -3 | -14 | x | -30 | 1.2 | 3 | -4 | -1
NS(=O)(=O)c1ccc(NCc2ccccc2OCc2ccc(F)cc2)cc1 | 4 | -1 | -9 | x | -13 | -0.65 | -1 | 4 | 8
COC(=O)c1ccccc1OCC(=O)NC1CCCCC1 | 0 | 2 | -18 | 0 | 8 | 0.49 | 8 | -13 | 16
O=C(O)Cc1coc(-c2ccc(F)cc2)n1 | 0 | -3 | x | 3 | -7 | 0.17 | 7 | -8 | -23
Cc1cc(=O)[nH]c2c1cnn2Cc1ccccc1 | -26 | 1 | -9 | -9 | 10 | -0.03 | 11 | -12 | 20
CCN(CCO)Cc1csc2c(Br)cccc12 | -5 | -3 | -12 | x | -39 | 1.4 | 2 | 2 | 5
CCn1cc(C(=O)NCC2CCCO2)c(=O)c2cc(S(=O)(=O)N3CCC(C)CC3)ccc21 (configuration not stated) | -2 | 2 | -39 | 13[fluorescence artefact?] | 4 | 1.4 | 5 | -7 | 18
CCN(CC)S(=O)(=O)c1ccc(NC(=O)c2ccccn2)cc1 | -35 | -1 | 15 | -1 | 13 | -0.84 | 1 | -4 | 10
COc1ccc(C(=O)NC2CCN(C(=S)Nc3cccc(C)c3)CC2)cc1 | -7 | -3 | 8 | x | -26 | 1.5 | 3 | 0 | 7
CCCS(=O)(=O)N1CCCC(C(=O)NCCN(CC)CC)C1 (configuration not stated) | -5 | -1 | 17 | -8 | -146 | 0.04 | -2 | 1 | -13
Cc1ccc(/C=C/C(=O)NC(=S)Nc2ccccc2C(=O)NC2CCCCC2)cc1 | -4 | -2 | x | x | x | 0.1 | -6 | 7 | -5
C=CCNc1ccc(F)c(F)c1N1CCCCCC1=O | -4 | -8 | -12 | -5 | 4 | 1.1 | -4 | 3 | 2
CCOC(=O)c1nc(NCc2cccnc2)c2ccccc2n1 | 7 | 4 | -16 | 6 | -54 | -0.47 | 2 | -6 | -4
Cc1ccc(C(=O)Nc2ccccc2C(N)=O)o1 | -25 | 3 | -14 | 15 | -3 | 0.84 | -1 | 1 | 10
COc1ccccc1-n1cnnc1SCC(=O)c1ccc[nH]1 | 3 | -1 | -7 | 22 | -18 | 1.9 | 12 | -12 | 3
O=C(NC1CCCC1)c1ccc(CSCc2ccccc2F)o1 | 4 | 2 | -19 | 5 | x | -0.21 | 1 | -1 | 12
CC1=CC(C)(C)Nc2ccc(OS(=O)(=O)c3ccc(C)cc3)cc21 | 18 | 11 | 25 | x | -31 | -1 | -4 | 10 | -8
O=C(NCc1ccc(F)cc1)C(c1ccncc1)N(C(=O)c1csnn1)C1CC1 (configuration not stated) | 14 | 1 | -15 | -3 | -3 | -0.21 | -1 | 3 | -4
CCS(=O)(=O)NCCc1csc(-c2ccccc2)n1 | -23 | -1 | 39 | -43 | -18 | 1.2 | -1 | -2 | 3
O=S(=O)(NC1CC1)c1cccc(S(=O)(=O)N2CCCC2)c1 | -18 | -2 | 17 | -4 | -9 | -0.17 | 21 | -21 | -3
O=C(O)C12CC3CC(C1)CC(n1cnc(Cl)n1)(C3)C2 | -14 | 3 | -6 | -1 | -15 | 0.98 | 8 | -8 | -10
COc1cc(C=O)ccc1OCC(=O)N1CCOCC1 | -2 | 1 | -1 | -5 | -12 | -0.39 | -3 | 5 | 11
CC1CSc2nc3sc4c(c3c(=O)n21)CCCC4 (configuration not stated) | -15 | -5 | -12 | -5 | -27 | -0.56 | 0 | 2 | 16
CCNC(=S)NNC(=O)c1ccc(OC(F)F)cc1 | -23 | 1 | -7 | x | -5 | 0.17 | 14 | -19 | -20
CCn1c2ccccc2c2cc(N=C3SC(CC(=O)Nc4ccccc4OC)C(=O)N3C)ccc21 (configuration not stated) | -2 | -2 | 19 | x | 1 | -0.41 | 21 | -18 | 5
Cc1ccc(S(=O)(=O)NC(=O)Nc2ccc(F)cc2)cc1 | -18 | 1 | -1 | -6 | 0 | 0.05 | -5 | 6 | 6
COc1ccc(CCNC(=O)CCCN2C(=O)c3ccccc3C2=O)cc1OC | 12 | 2 | 12 | x | -19 | 0.22 | 2 | -1 | 2
CSC(=NS(=O)(=O)c1ccccc1)SC | -5 | -2 | x | -6 | -3 | -0.71 | 3 | -1 | 4

Three compounds picked at random from those above, as already listed:
SMILES | HUVEC tox TNFa | FAK inh | F-actin modifier | ERa SRC1 inh | HUVEC tox IL1B | Pyk2 oligo antag | LYP act | LYP inh 2 | VCAM1 TNFa inh
COc1cc(C=O)ccc1OCC(=O)N1CCOCC1 | -2 | 1 | -1 | -5 | -12 | -0.39 | -3 | 5 | 11
Cc1nc(SCC(=O)c2ccc(Cl)cc2)c([N+](=O)[O-])[nH]1 | -2 | 2 | 1 | x | 7 | 0.59 | -9 | 11 | -1
CCN(CC)S(=O)(=O)c1ccc(Nc2ccc(-c3ccc4c(c3)OCCO4)nn2)cc1 | -20 | 3 | -4 | -5 | -4 | -1.5 | 1 | -4 | -3

Next compounds follow.
SMILES | HUVEC tox TNFa | FAK inh | F-actin modifier | ERa SRC1 inh | HUVEC tox IL1B | Pyk2 oligo antag | LYP act | LYP inh 2 | VCAM1 TNFa inh
CC1(C)Cc2c(ccc3ccccc23)C(=O)N1 | 3 | -2 | -8 | 7 | -1 | -0.96 | 7 | -5 | 13
Cc1cccc(Nc2cnn(C34CC5CC(CC(CC(=O)O)(C5)C3)C4)c(=O)c2Cl)c1 | -11 | 0 | x | 6 | 4 | -0.27 | 35 | -30 | 20
Cn1c(C(=O)O)cc2cc(F)ccc21 | -2 | 3 | 6 | 0[fluorescence artefact?] | 1 | 0.72 | 4 | -7 | 1
CCC(C)Oc1ccccc1C1CC(=O)NC2=C1C(=O)CCC2 (configuration not stated) | -43 | 2 | 1 | x | -4 | 0.43 | -2 | 1 | 4
CCn1c(C)c(C(C)=O)c(N2CCN(c3ccc(F)cc3)CC2)nc1=S | 0 | -1 | -24 | 5 | -10 | -0.4 | -2 | 5 | -16
Cc1cccc(-n2nnc(C(=O)NCc3ccccc3)c2N)c1 | 1 | -2 | 2 | -1 | -7 | -0.49 | 3 | -6 | -9
COc1ccc2nc(NC(=O)C3CCCN(S(=O)(=O)c4cccs4)C3)sc2c1 (configuration not stated) | -2 | 8 | -2 | 3 | -1 | -0.39 | -10 | 8 | -12
CC1=C(C(=O)Nc2ccccc2)C(c2sccc2C)n2nnnc2N1 (configuration not stated) | -9 | 3 | 3 | 3 | 2 | x | 8 | -11 | 12
O=C(C1CC1)N1CCc2cc(S(=O)(=O)N3CCCc4ccccc43)ccc21 | -19 | 3 | -9 | 8 | 10 | -1.9 | -6 | 4 | 40
CS(=O)(=O)N(Cc1ccccc1F)c1ccccc1 | -26 | 0 | -3 | 16[fluorescence artefact?] | -28 | 0.41 | 10 | -11 | -10
